Mdm2 MdmX PPI: inhibitors of human Mdm2/MdmX interaction. AID 485346. 3% of 330,000 active. inhibition, % at 8 µM. SaOS-2 split-luciferase Mdm2/MdmX complementation, luminescence;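 active means inhibition of at least 50% at 8 µM in the primary screen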
Jurkat NFkB inh: inhibitors of the PMA/ionomycin-induced NF-kB reporter in Jurkat cells; PMA/ionomycin-induced NF-kB luciferase reporter, luminescence; inhibition, % at 4 µM; 0.53% of 330,000 active; AID 435003; in the data active means inhibition above about 50%
XBP1 UPR activ: adaptive UPR (XBP1) activation; CHO-XBP1 luciferase reporter, IRE1-XBP1 UPR activation, luminescence; percent of tunicamycin response, DMSO as zero; 0.33% of 330,000 active; activation, % at 20 µM;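 active means versus positive control, 20 µM dose yields 30% or more activation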;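 further: 100% = tunicamycin at 10 µg/mL and 0% = DMSO only wells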
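assay system = CHO-XBP1 luciferase reporter cells | amount = 1000 cells/well | buffer or medium = F12 plus 10% FBS | compound dosing = single point, 20 µM final compound, 1% DMSO | incubation = 16-18 h cell attachment at 37 °C, then 6 h compound exposure | detection = Steady-Glo luminescence read | controls = tunicamycin 10 µg/mL and vehicle-only wells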
APJ ag: agonists of human APJ apelin receptor | P35414 | CHO-K1 APJ PathHunter beta-arrestin, luminescence; 0% DMSO wells, 100% apelin | activation, % at 20 µM | 0.11% of 330,000 active | AID 2520;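 active means activation more than six SD over the plate average, tested at 20 µM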;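 further: 0% = DMSO alone and 100% = apelin-13 at 10 nM; some results filed as inactive read as strong as hits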
Target sequence (P35414 whole entry, looked up): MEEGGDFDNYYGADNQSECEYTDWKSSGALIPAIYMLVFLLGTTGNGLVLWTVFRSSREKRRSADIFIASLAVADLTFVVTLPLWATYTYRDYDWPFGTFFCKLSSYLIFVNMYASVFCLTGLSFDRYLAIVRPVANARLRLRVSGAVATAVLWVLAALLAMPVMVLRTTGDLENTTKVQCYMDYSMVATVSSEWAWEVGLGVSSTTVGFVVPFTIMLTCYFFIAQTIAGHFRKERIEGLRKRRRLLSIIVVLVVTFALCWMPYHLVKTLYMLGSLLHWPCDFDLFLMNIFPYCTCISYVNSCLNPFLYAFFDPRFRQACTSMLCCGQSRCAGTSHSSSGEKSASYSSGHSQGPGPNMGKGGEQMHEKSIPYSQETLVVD
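Test system: CHO-K1 APJ beta-arrestin complementation cell line | Compound: Single test compound dose, 20 µM final, 1% DMSO | Incubation: Compound 90 min 25 °C, reagent 1 h | Measured by: beta-gal luminescence | Read-out basis: APJ–arrestin association signal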
697 NFkB inh: lowers PMA/ionomycin-induced NF-kB signal in 697 B cells. 697 B-cell NF-kB luciferase reporter, 16 h. 0.33% of 330,000 active. inhibition, % at 4 µM; in the data active means inhibition above about 35%
UPR CHOP act: activators of apoptotic arm of unfolded protein response (CHOP) | 0.34% of 330,000 active | CHO-CHOP luciferase reporter, UPR activation, luminescence; percent of tunicamycin response over DMSO baseline | activation, % at 10 µM;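 active means at 10 µM dose, activation of 40% or more, normalized to positive control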;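 further: 100% = tunicamycin at 10 µg/mL and 0% = DMSO alone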
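measured by = luciferase luminescence | assay system = CHO-CHOP cells, stable luciferase reporter of PERK-eIF2a-CHOP signalling | amount = 500 reporter cells seeded per well | timing = 6 h compound exposure at 37 °C after overnight seeding | controls = positive tunicamycin 10 µg/mL, negative DMSO alone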
APJ antag: blocks the human apelin receptor APJ. P35414. inhibition, % at 20 µM. 0.32% of 330,000 active. CHO-K1 APJ beta-arrestin complementation, luminescence;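 active means inhibition above about 40% at 20 µM, limit read from the data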;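 further: cells challenged with 10 nM apelin-13 agonist together with compound; plate controls were apelin-13 plus DMSO wells for no effect and DMSO wells lacking apelin-13 for full effect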
tim23-1 inh: growth inhibitors of tim23-1 mutant yeast. S. cerevisiae tim23-1 growth, BacTiter-Glo luminescence, 24 h. 1.3% of 330,000 active. AID 463212. inhibition, % at 20 µM;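 active means growth inhibition of the mutant yeast at or above 50%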;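 further: temperature-sensitive mutant grown at 25 °C; plate controls were DMSO-treated mutant yeast for no effect and medium wells lacking yeast for full effect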
* marks the source's active call; other numbers are inactive results.

nr	SMILES	Mdm2 MdmX PPI	Jurkat NFkB inh	XBP1 UPR activ	APJ ag	697 NFkB inh	UPR CHOP act	APJ antag	tim23-1 inh
1	CC(C)CCN1NC2(CCCC(C)C2)NC1=S (stereo not drawn)	7	-1	-1	10	-11	-0.5	-21	18
2	Cc1cc(C(C)(C)C)ccc1OCCn1ccnc1	10	7	-1	0	-15	-1.6	11	15
3	CCOc1c(Cl)cc(CNCc2ccccn2)cc1OC	3	4	1	-2	9	-0.4	-6	13
4	Cc1cc2ncc(S(=O)(=O)c3ccccc3)c(N)n2n1	-9	-9	-2	-2	8	-1.6	2	21
5	COc1ccc(-c2oc(/N=C/N3CCCC3)c(C#N)c2-c2ccc(OC)cc2)cc1	6	2	-2	-3	-3	0.3	17	16
6	O=C(O)CN1C(=O)/C(=C\c2cn(-c3ccccc3)nc2-c2ccccc2)SC1=S	9	-12	-1	-1	-9	0.5	20	15
7	O=[N+]([O-])c1cccc(/C=N\N2CCN(c3ccc(Cl)cc3)CC2)c1	19	16	2	-8	8	-1.6	-14	-14
8	N#CCSc1nnc(C2CCCCC2)n1-c1ccccc1	-10	-8	2	-4	-16	0.2	6	13
9	O=C1N=C(C=c2ccc(=Cc3[nH]c(=O)[nH]c3O)cc2)C(=O)N1	-15	4	0	-3	-28	1.9	10	-25
10	N#Cc1c(N2CCOCC2)nc(N)c2c(N)nc3c(c12)CC(CCl)O3 (stereo not drawn)	41	1	1	-5	17	-0.8	-10	3
11	COc1ccc(N2CCOCC2)c(NC(=O)c2ccco2)c1	6	-9	0	-1	16	-2.6	7	6
12	O=C(Nc1ccc([N+](=O)[O-])cn1)c1ccc2c(c1)OCO2	-32	-82	-2	1	-102	3.0	-1	-5
13	COc1ccc(Cc2nnc(NC(=O)c3cc(OC)cc(OC)c3)s2)cc1	52*	0	-3	1	-14	1.0	6	16
14	COc1cc([N+](=O)[O-])ccc1NC(=O)c1cccc(NC(=O)C(C)C)c1	10	-11	1	0	-3	1.3	7	20
15	CCOC(=O)c1cc(C)[nH]c(=O)c1C#N	4	-3	0	-1	-7	-0.5	-11	1
16	CC(=O)Nc1cc(NC(C)=O)cc(C(=O)OCC(=O)N(c2ccccc2)C2CCS(=O)(=O)C2)c1 (stereo not drawn)	3	-2	3	-5	16	0.1	-1	11
17	NC(=O)c1ccc[n+](CC(=O)c2ccc(Br)cc2)c1	28	0	3	-3	2	0.6	-18	6
18	C=CCn1c(Cc2ccc(OCC)cc2)nnc1SCC(N)=O	20	-2	-3	-4	25	0.0	20	10
19	COc1cc(NC(=O)Nc2ccc(C)cc2)cc([N+](=O)[O-])c1	7	-28	1	0	-4	7.2	10	4
20	O=C(Oc1ccc(/C=N/NC(=O)c2ccccn2)cc1)c1ccc(Br)cc1	-34	-80	-3	0	-74	1.7	-1	10
21	CCN(CC)S(=O)(=O)c1cc(NC(=O)CSc2n[nH]c(N)n2)ccc1C	10	-7	0	0	3	0.2	10	-11
22	Cc1cccc(-n2nnc(C(=O)N3CCc4ccccc4C3)c2N)c1	-36	-13	5	-4	-41	3.2	-8	-36
23	Cc1ccc(C)c(N2CCN(CCCNC(=O)Cn3cccc3C(=O)c3ccccc3C)CC2)c1	90*	15	18	-3	-12	0.2	15	-25
24	Cc1ccc(C(=O)N2CCN(c3ccc([N+](=O)[O-])cc3)CC2)o1	13	33	-2	1	20	2.0	2	25
25	O=C(Nc1cccc(S(=O)(=O)N2CCOCC2)c1)c1ccc(N2CCOCC2)c([N+](=O)[O-])c1	4	-12	1	-3	-23	0.2	7	14
26	CCCS(=O)(=O)N1CCN(CC2CC=CCC2)CC1 (stereo not drawn)	6	2	-3	-1	-4	0.1	-15	17
27	Cc1cccc(Cn2c(=O)n(CCCC(=O)NCc3ccco3)c(=O)c3ccccc32)c1	33	46	-1	-1	9	1.5	2	16
28	Cc1ccc([N+](=O)[O-])c(OCCCN2C(=O)NC(C)(C)C2=O)c1	8	14	-2	-1	9	0.2	-14	2
29	CNCc1ccccc1OCC(=O)Nc1ccccc1OC	-28	-3	1	-5	-1	-1.2	-14	-3
30	NC(=O)C1CCN(C(=O)CCn2c(=O)oc3ccccc32)CC1	5	-29	2	-1	-6	1.1	11	-7
31	CC(=O)c1cccc(OC(=O)c2cc(S(=O)(=O)N3CCOCC3)ccc2N2CCCC2)c1	23	-14	-2	-3	14	1.9	7	6
32	COC(=O)c1cc(CNC(=O)c2cccc(Cl)c2)ccc1OC	20	19	-1	1	-58	2.0	14	7
33	N#CCc1c(C#N)c(N)nc(N2CCN(C=O)CC2)c1C#N	7	10	-3	-1	12	0.8	9	6
34	O=C1CC(c2cccs2)Cc2nc(NCC3CCCO3)ncc21 (stereo not drawn)	-2	-2	-1	0	7	0.8	-5	20
35	O=C(NCCc1cnc[nH]1)Nc1cccc(C(F)(F)F)c1	11	7	0	0	13	-2.0	-4	-10
36	CN(C(=O)Nc1ccccc1)C1CCCc2ccccc21 (stereo not drawn)	19	4	0	-2	-7	1.1	4	6
37	Cc1ccc(-c2nnc(CN3CCCCC3C)o2)cc1 (stereo not drawn)	15	-3	-3	-4	-14	-1.0	4	14
38	COc1c(-c2ccccc2)oc2c(ccc3occc32)c1=O	5	6	4	-3	-3	0.1	33	25
39	Cc1ccc(S(=O)(=O)Nc2ccc3c(c2)CCC3)cc1	6	-2	-3	-3	-2	-1.3	-7	13
40	Cc1cccc(NC(=O)CSc2nnc(-c3ccco3)n2CC2CCCO2)n1 (stereo not drawn)	17	3	-2	0	9	1.0	-5	10

A run of entries of the results above:
nr	SMILES	Mdm2 MdmX PPI	Jurkat NFkB inh	XBP1 UPR activ	APJ ag	697 NFkB inh	UPR CHOP act	APJ antag	tim23-1 inh
21	CCN(CC)S(=O)(=O)c1cc(NC(=O)CSc2n[nH]c(N)n2)ccc1C	10	-7	0	0	3	0.2	10	-11
22	Cc1cccc(-n2nnc(C(=O)N3CCc4ccccc4C3)c2N)c1	-36	-13	5	-4	-41	3.2	-8	-36

(further entries)
nr	SMILES	Mdm2 MdmX PPI	Jurkat NFkB inh	XBP1 UPR activ	APJ ag	697 NFkB inh	UPR CHOP act	APJ antag	tim23-1 inh
41	O=C(O)CC(NS(=O)(=O)c1ccc(Br)cc1)c1ccco1 (stereo not drawn)	11	9	0	-2	15	2.2	13	4
42	O=C(NC(=S)Nc1cccc(-c2ccc(CO)o2)c1)c1cccs1	-12	-14	2	-3	-22	2.1	21	35
43	COCCCNC(=S)NNC(=O)c1csc(C)n1	11	-5	0	0	9	-0.1	-13	16
44	COc1nc(C#N)c(N2CCOCC2)o1	-28	-2	-1	3	-27	-1.2	0	11
45	Cn1cnnc1SCC(=O)NCCc1ccccc1	3	-13	-2	-2	2	-1.6	3	0
46	CCOCCc1nn2c(=O)cc(CSCC(=O)Nc3cccc(C)c3C)nc2s1	10	-14	-2	-2	-16	-1.4	-3	14
47	Nc1ncnc2c1ncn2C1OC(CO)C(O)C1N (stereo not drawn)	-10	-10	4	-1	-3	3.1	-25	2
48	CCCCNC(=O)[C@H]1N2C(=O)c3c(ccc(OC)c3OC)C2SC1(C)C (stereo partly drawn)	6	1	-3	-2	-7	1.3	-7	17
49	COC(=O)c1c(NC(=O)c2ccco2)sc(C(=O)N2CCCC2)c1C	24	-12	2	-2	7	-1.6	-11	-12
50	CCc1nc2oc3cc(OC)ccc3c(=O)c2c(=O)n1-c1ccccc1	-72	-97	0	0	-4	0.5	-17	17
51	CC(Oc1ccccc1)C(=O)Nc1ccc(S(=O)(=O)N2CCN(C)CC2)cc1 (stereo not drawn)	3	-3	-2	4	-3	-0.5	-72	10
52	O=C(CCC(=O)Nc1ccccc1Cl)N/N=C/c1ccccc1	-41	5	-2	1	13	2.2	-5	10
53	Cc1ccc(CCNC(=O)c2cc(S(=O)(=O)N3CCOCC3)cn2C)cc1	13	2	-1	-4	3	1.6	-5	-6
54	Cc1cc(-c2ccc(Cl)cc2)c(C#N)c(N)n1	9	-18	2	-1	-3	1.2	18	16
55	CCCCn1c(N)c(N(CC(C)C)C(=O)c2ccc(S(=O)(=O)N3CCCCCC3)cc2)c(=O)[nH]c1=O	5	13	0	0	22	-0.3	5	-3
56	Cc1ccc(NC(=O)NNC(=O)C2CC(c3cccs3)=NO2)cc1 (stereo not drawn)	-14	2	-1	-2	10	-1.1	-4	9
57	Cn1cnnc1SCC(=O)N1N=C(c2ccc(Cl)cc2)CC1c1ccco1 (stereo not drawn)	18	-2	-2	-2	-11	-0.1	2	-2
58	O=C(N/N=C\c1cn[nH]c1-c1ccccc1)c1cccnc1	27	12	-6	2	4	-1.2	7	10
59	COc1cc(C(=O)OCC(=O)NC2CC2)cc(OC)c1OC	-25	-4	0	-5	19	-3.1	4	-3
60	COc1ccc(C2=NC(C(F)(F)F)(C(F)(F)F)c3c(n(C)c(=O)n(C)c3=O)N2)cc1	10	0	0	0	6	0.4	-18	1
61	O=C1CCN(Cc2ccccc2)CCN1[C@H](COc1ccccc1)c1ccccc1	21	2	0	19	11	-1.5	-8	-4
62	CC(=O)c1cccc(NC(=O)C(C)OC(=O)CCn2c(C)csc2=O)c1 (stereo not drawn)	-6	-3	-3	-4	-1	-0.4	13	4
63	CC(=O)Nc1cccc(C(=O)OCCCOc2ccc(F)cc2)c1	9	-5	0	-1	-44	5.1	-7	22
64	Cc1c(C(=O)O)oc2ccc(S(=O)(=O)NCc3ccccc3)cc12	12	-9	0	-1	0	-0.9	-7	24
65	CCN(CC)CCNC(=O)c1cc2cc(Br)ccc2s1	-6	-14	-3	2	4	-1.0	5	24

Entries above that bear a hit mark in Mdm2 MdmX PPI.
| nr | mol | Mdm2 MdmX PPI | Jurkat NFkB inh | XBP1 UPR activ | APJ ag | 697 NFkB inh | APJ antag |
| --- | --- | --- | --- | --- | --- | --- | --- |
| 13 | COc1ccc(Cc2nnc(NC(=O)c3cc(OC)cc(OC)c3)s2)cc1 | 52* | 0 | -3 | 1 | -14 | 6 |
| 23 | Cc1ccc(C)c(N2CCN(CCCNC(=O)Cn3cccc3C(=O)c3ccccc3C)CC2)c1 | 90* | 15 | 18 | -3 | -12 | 15 |
